Assay outcomes: PubChem BioAssay, several laboratories
OPRM1-OPRD1 inv = inverse agonists of MOR-DOR heterodimerization, primary screen, cell-based, luminescence | Mu-type opioid receptor (Homo sapiens) + Delta-type opioid receptor (Homo sapiens), … | cell-based MOR-DOR heterodimer luminescence, inverse agonism | inhibition, % at 9.3 µM | hit rate 0.21% among 340,000; in the data active = inhibition above about 22%, passing the limit was not always enough;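 also: 0% = cells with DMSO and 100% = wells without cells with DMSO; values of inactives mirror those of a sister screen read the other way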
AddAB inh = growth inhibition of E. coli expressing H. pylori AddAB, primary screen, AddAB inhibitor project, absorbance; inhibition, % at 11.9 µM; AID 435030, 2010; hit rate 0.29% among 330,000; in the data active = inhibition above about 12%;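 also: 0% = vehicle wells of infected cells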
MOR-DOR ag = agonists of OPRM1-OPRD1 heterodimerization, primary screen, cell-based, luminescence; Mu-type opioid receptor (Homo sapiens) + Delta-type opioid receptor (Homo sapiens), …; cells; activation, % at 9.3 µM; hit rate 0.3% among 340,000; AID 504326, 2011; in the data active = activation above about 18%;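 also: 0% = vehicle-treated cells and 100% = reference agonist; values of inactives mirror those of a sister screen read the other way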
HTR5A inv ctr = HTR5A inverse agonists in luminescence cell assay, primary screen, counter-screen for OPRM1-OPRD1 heterodimer inverse agonist project, full-deck HTS. 5-hydroxytryptamine receptor 5A (Homo sapiens), P47898. HTR5A cell line, inverse agonism. inhibition, % at 9.3 µM. hit rate 0.083% among 340,000; in the data active = inhibition mostly above about 23%, no sharp cut-off; inactive = mostly below about 18%;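 also: 0% = cells with DMSO and 100% = no-cell wells with DMSO; some compounds called inactive have numbers as strong as hits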
PfHsp90 set2 = growth inhibition of PfHsp90-expressing yeast, primary screen, antimalarial PfHsp90 inhibitor project, S. cerevisiae, BacTiter-Glo luminescence, single point, set 2. AID 504621, 2011. BacTiter-Glo ATP, 48 h; yeast lacking PDR1 and PDR3 efflux regulators. inhibition, % at 9.4 µM. hit rate 0.32% among 310,000;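 active = every replicate shows inhibition above about 80%, whatever the replicate mean, limit read from the data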;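 also: 0% = DMSO neutral controls and 100% = 20 µM radicicol positive controls; yeast relying on Plasmodium falciparum Hsp90 in place of its own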
phage Ecoli inh = growth loss of phage-infected E. coli, primary screen, RecBCD inhibitor project, absorbance, with phage, HTS | inhibition, % at 11.9 µM | hit rate 0.26% among 360,000; in the data active = inhibition above about 11%
HTR5A ag ctr = HTR5A agonists in luminescence cell assay, primary screen, counter-screen for OPRM1-OPRD1 heterodimer agonist project, full-deck HTS. 5-hydroxytryptamine receptor 5A (Homo sapiens), P47898. cell-based. activation, % at 9.3 µM. hit rate 0.61% among 340,000; in the data active = activation mostly above about 9.5%, no sharp cut-off; inactive = mostly below about 7.6%;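 also: 0% = cells with vehicle only and 100% = reference agonist; strong numbers were not always called active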
DSG3 Ab inh = inhibitors of pemphigus antibody binding to DSG3, primary screen, biochemical, bead-based, flow cytometry, scFv-GFP; DSG3-coupled beads, scFv-anti-DSG3-GFP binding; stronger effect = lower value; Desmoglein-3 (Homo sapiens), P32926; hit rate 0.48% among 310,000; binding (percent of control), % at 10 µM;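 active = binding more than 3 SD below its plate's average and above zero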; also: some compounds called inactive have numbers as strong as hits
Target sequence (P32926 whole entry, looked up): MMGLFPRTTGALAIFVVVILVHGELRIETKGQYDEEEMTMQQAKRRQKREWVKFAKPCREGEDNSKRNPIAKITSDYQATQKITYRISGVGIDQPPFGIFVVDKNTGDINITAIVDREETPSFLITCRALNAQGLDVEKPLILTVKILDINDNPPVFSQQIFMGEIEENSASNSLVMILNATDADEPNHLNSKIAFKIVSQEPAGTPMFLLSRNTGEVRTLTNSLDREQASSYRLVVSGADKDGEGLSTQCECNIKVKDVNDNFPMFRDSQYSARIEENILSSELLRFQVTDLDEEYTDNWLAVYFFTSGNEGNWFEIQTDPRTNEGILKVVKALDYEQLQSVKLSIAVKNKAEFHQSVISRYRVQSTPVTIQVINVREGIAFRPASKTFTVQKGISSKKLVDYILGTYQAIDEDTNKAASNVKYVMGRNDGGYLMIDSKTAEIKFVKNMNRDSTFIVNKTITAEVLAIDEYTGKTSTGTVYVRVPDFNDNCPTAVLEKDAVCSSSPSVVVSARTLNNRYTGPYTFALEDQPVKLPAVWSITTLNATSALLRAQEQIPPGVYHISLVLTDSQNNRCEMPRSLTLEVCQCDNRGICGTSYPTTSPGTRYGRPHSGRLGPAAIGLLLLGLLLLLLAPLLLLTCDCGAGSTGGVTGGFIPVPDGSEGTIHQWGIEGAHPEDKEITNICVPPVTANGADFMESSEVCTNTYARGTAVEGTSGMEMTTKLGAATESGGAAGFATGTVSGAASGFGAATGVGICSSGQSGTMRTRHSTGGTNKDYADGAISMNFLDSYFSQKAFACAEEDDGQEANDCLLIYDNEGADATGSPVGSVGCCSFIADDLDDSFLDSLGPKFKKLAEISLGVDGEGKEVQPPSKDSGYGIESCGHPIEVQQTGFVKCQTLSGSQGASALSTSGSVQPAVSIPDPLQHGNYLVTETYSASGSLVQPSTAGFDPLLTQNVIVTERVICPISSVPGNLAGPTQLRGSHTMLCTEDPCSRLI
Mot1-301 SUMO = yeast Mot1-301 growth rescue at high temperature, primary screen, SUMOylation pathway inhibitor project, S. cerevisiae, ATP luminescence, 38.5C; S. cerevisiae Mot1-301 growth rescue; percent above DMSO median, 100 means doubled; growth rescue, % at 18.8 µM; hit rate 1% among 320,000; AID 2716, 2010;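 active = every valid replicate shows activation above 250% relative to neutral control wells; inactive = the rest, any valid replicate at or below 250%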;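 also: OY570 slx delta 5 strain wells were the positive control but not used for scaling; some compounds called inactive have numbers as strong as hits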
PKA-R1A act = activators of PKA-R1A holoenzyme, primary screen, biochemical, fluorescence polarization, Cy5-IP20, bovine R1A, mouse PKAc. cAMP-dependent protein kinase type I-alpha regulatory subunit (Bos taurus) + …. PKA-R1A dissociation; scaled: DMSO 0%, 113 µM cGMP 100%. activation, % at 11.4 µM. hit rate 0.083% among 340,000. AID 504707, 2011;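 active = percent activation above the mean of all tested compounds plus 3 SD, cut at about 19% in these data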;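 also: higher means more PKAc released from R1A so a rise in polarization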
Ecoli viability = E. coli V3065 growth inhibition, primary screen, counter-screen for AddAB inhibitor project, absorbance, OD600 | 18 h | hit rate 0.27% among 330,000 | inhibition, % at 11.9 µM;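 active = inhibition above the campaign's mean inhibition across all tested compounds plus 3 SD, cut at about 9.9% in these data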;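 also: uninfected addAB+ strain grown without phage in ampicillin broth; 0% = DMSO wells and 100% = ciprofloxacin 0.95 µg/ml wells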
Starred values were filed as active, the others as inactive.

What do the screens show for `FC(F)(F)c1cnc(C(c2ccccc2)c2ncn[nH]2)c(Cl)c1` (stereo unspecified)?
OPRM1-OPRD1 inv: 13.9; AddAB inh: -0.9; MOR-DOR ag: -2.9; HTR5A inv ctr: 7.2; PfHsp90 set2: 19.0; phage Ecoli inh: 3.7; HTR5A ag ctr: 2.1; DSG3 Ab inh: 103.1; Mot1-301 SUMO: -6.1; PKA-R1A act: 1.6; Ecoli viability: -2.1

How did COC(=O)/C(C#N)=C/c1ccc(C)o1 do in these assays?
OPRM1-OPRD1 inv: 8.0; AddAB inh: -0.6; MOR-DOR ag: -1.5; HTR5A inv ctr: 5.4; PfHsp90 set2: 13.4; phage Ecoli inh: -2.3; HTR5A ag ctr: -2.0; DSG3 Ab inh: 103.0; Mot1-301 SUMO: -14.6; PKA-R1A act: -3.0; Ecoli viability: 0.0

Results for CCN(CC)S(=O)(=O)c1ccc(C(=O)NCc2ccc(C)cc2)cc1 ?
OPRM1-OPRD1 inv: 8.6; AddAB inh: 3.9; MOR-DOR ag: -1.5; HTR5A inv ctr: 16.6; PfHsp90 set2: -71.0; phage Ecoli inh: 1.9; HTR5A ag ctr: 3.6; DSG3 Ab inh: 98.0; Mot1-301 SUMO: 5.4; PKA-R1A act: 5.6; Ecoli viability: -0.7

How did COc1ccc(CNc2nc3ccccc3s2)cc1OC do in these assays?
OPRM1-OPRD1 inv: 5.1; AddAB inh: 4.3; MOR-DOR ag: -1.0; HTR5A inv ctr: -1.3; PfHsp90 set2: 1.7; phage Ecoli inh: 2.0; HTR5A ag ctr: 0.3; DSG3 Ab inh: 114.7; Mot1-301 SUMO: -21.4; PKA-R1A act: -0.5; Ecoli viability: 0.5

Results for CC(C)(C)c1ccc(C(=O)O/N=C(\N)c2ccccn2)cc1 ?
OPRM1-OPRD1 inv: -48.1; AddAB inh: 1.0; MOR-DOR ag: 8.6; HTR5A inv ctr: -138.2; PfHsp90 set2: -7.8; phage Ecoli inh: -1.1; HTR5A ag ctr: 57.0*; DSG3 Ab inh: 104.8; Mot1-301 SUMO: -5.6; PKA-R1A act: -4.3; Ecoli viability: -1.4

What do the screens show for `O=C1CC(c2ccc(Cl)cc2)n2nc(N3C(=O)CCC3=O)nc2N1` (stereo unspecified)?
OPRM1-OPRD1 inv: 14.6; AddAB inh: 2.6; MOR-DOR ag: -2.6; HTR5A inv ctr: 5.2; PfHsp90 set2: 13.4; phage Ecoli inh: 0.0; HTR5A ag ctr: -2.1; DSG3 Ab inh: 88.2; Mot1-301 SUMO: 336.6; PKA-R1A act: -8.4; Ecoli viability: 1.9

How did O=C(NCc1ccco1)c1cc(NS(=O)(=O)c2cccc([N+](=O)[O-])c2)ccc1O do in these assays?
OPRM1-OPRD1 inv: -11.4; AddAB inh: 0.8; MOR-DOR ag: 2.2; HTR5A inv ctr: 11.9; PfHsp90 set2: -23.0; phage Ecoli inh: 1.8; HTR5A ag ctr: -4.8; DSG3 Ab inh: 99.3; Mot1-301 SUMO: 24.4; PKA-R1A act: -10.5; Ecoli viability: 2.7

Results for CSCC[C@H](NC(=O)NCc1cccs1)C(=O)O ?
OPRM1-OPRD1 inv: 7.9; AddAB inh: 3.8; MOR-DOR ag: -1.4; HTR5A inv ctr: 6.5; PfHsp90 set2: -10.3; phage Ecoli inh: 2.8; HTR5A ag ctr: 0.0; DSG3 Ab inh: 102.0; Mot1-301 SUMO: 11.0; PKA-R1A act: -3.8; Ecoli viability: 0.7

Results for Cc1cc(NC(=O)CN(C)S(=O)(=O)c2ccc(-c3ccc(=O)[nH]n3)s2)ccc1Br ?
OPRM1-OPRD1 inv: 7.9; AddAB inh: 3.2; MOR-DOR ag: -1.6; HTR5A inv ctr: -10.7; PfHsp90 set2: 11.1; phage Ecoli inh: 1.9; HTR5A ag ctr: -2.7; Mot1-301 SUMO: -4.9; PKA-R1A act: 2.6; Ecoli viability: -2.4

How did O=C(NC1CC1)c1ccc(NC(=O)C2CCCC2)cc1 do in these assays?
OPRM1-OPRD1 inv: 7.0; MOR-DOR ag: -1.5; HTR5A inv ctr: 11.2; PfHsp90 set2: 14.5; phage Ecoli inh: -0.2; HTR5A ag ctr: -3.3; DSG3 Ab inh: 99.7; PKA-R1A act: -1.6

How did Cc1ccc(CNC(=O)[C@H](Cc2ccccc2)NC(=O)C2CCNCC2)cc1 do in these assays?
OPRM1-OPRD1 inv: 17.2; AddAB inh: 2.6; MOR-DOR ag: -3.4; HTR5A inv ctr: 10.2; PfHsp90 set2: 0.2; phage Ecoli inh: 4.4; HTR5A ag ctr: -3.5; DSG3 Ab inh: 108.6; Mot1-301 SUMO: -6.9; PKA-R1A act: -9.9; Ecoli viability: -1.8

How did COc1cc(OC)c(C(=O)OCC(=O)N2CCOCC2)cc1OC do in these assays?
OPRM1-OPRD1 inv: 8.4; AddAB inh: 4.5; MOR-DOR ag: -1.1; HTR5A inv ctr: 7.5; PfHsp90 set2: 4.1; phage Ecoli inh: 0.2; HTR5A ag ctr: -2.8; Mot1-301 SUMO: 23.2; PKA-R1A act: -0.8; Ecoli viability: 0.2

How did COc1cccc(C2c3cc4c(cc3OC(C)(N3CCCC3)C2C)OCO4)c1O (stereo unspecified) do in these assays?
OPRM1-OPRD1 inv: 4.3; MOR-DOR ag: -1.0; HTR5A inv ctr: -10.7; PfHsp90 set2: -16.6; phage Ecoli inh: 3.0; HTR5A ag ctr: 2.8; DSG3 Ab inh: 91.3; PKA-R1A act: 7.3

Results for CCOc1ccc(CCNC(=O)C2CCCN(c3ncnc4c3nc3n4CCCCC3)C2)cc1 (stereo unspecified) ?
OPRM1-OPRD1 inv: 11.8; AddAB inh: 0.5; MOR-DOR ag: -2.3; HTR5A inv ctr: 8.3; PfHsp90 set2: -1.1; phage Ecoli inh: -0.8; HTR5A ag ctr: 0.9; DSG3 Ab inh: 100.9; Mot1-301 SUMO: -8.5; PKA-R1A act: 0.6; Ecoli viability: 0.6

What do the screens show for `COCCCNC(=O)CC1C[C@H](C(=O)N2CCCCC2)[C@@]2(C)c3[nH]c4ccc(OC)cc4c3CCN2C1=O` (stereo partly specified)?
OPRM1-OPRD1 inv: 11.1; AddAB inh: -0.4; MOR-DOR ag: -2.3; HTR5A inv ctr: 8.4; PfHsp90 set2: 6.8; phage Ecoli inh: 4.0; HTR5A ag ctr: -2.5; DSG3 Ab inh: 108.9; PKA-R1A act: -5.7; Ecoli viability: 1.4

What do the screens show for `O=C(OCC(=O)N1CCCC1=O)c1cc2ccccc2o1`?
OPRM1-OPRD1 inv: 9.4; AddAB inh: 3.1; MOR-DOR ag: -1.8; HTR5A inv ctr: 11.0; PfHsp90 set2: 24.2; phage Ecoli inh: 0.6; HTR5A ag ctr: -3.0; DSG3 Ab inh: 96.7; Mot1-301 SUMO: 0.3; PKA-R1A act: -7.3; Ecoli viability: -3.1

Results for O=C(Nc1nc2ccc(S(=O)(=O)N3CCCC3)cc2s1)c1ccco1 ?
OPRM1-OPRD1 inv: 18.0; AddAB inh: 2.8; MOR-DOR ag: -3.7; HTR5A inv ctr: -6.3; PfHsp90 set2: -24.5; phage Ecoli inh: 3.4; HTR5A ag ctr: 4.1; Mot1-301 SUMO: 3.3; PKA-R1A act: -11.5; Ecoli viability: 2.0

How did CC(=O)Nc1cc2c(cc1NC(=O)Cn1nc(-c3ccc(F)cc3)ccc1=O)OCCO2 do in these assays?
OPRM1-OPRD1 inv: 17.4; AddAB inh: 2.4; MOR-DOR ag: -2.7; HTR5A inv ctr: -6.2; PfHsp90 set2: 2.7; phage Ecoli inh: 0.1; HTR5A ag ctr: 2.2; Mot1-301 SUMO: -4.4; PKA-R1A act: -1.5; Ecoli viability: 0.1

How did Cc1cccc(Nc2nc(N)c([N+](=O)[O-])c(N3CCN(C)CC3)n2)c1 do in these assays?
OPRM1-OPRD1 inv: 7.2; AddAB inh: 0.9; MOR-DOR ag: -1.3; HTR5A inv ctr: -13.4; PfHsp90 set2: -10.1; phage Ecoli inh: -0.4; HTR5A ag ctr: -2.8; DSG3 Ab inh: 111.4; Mot1-301 SUMO: 10.4; PKA-R1A act: 0.1; Ecoli viability: -0.5

Results for Nc1nc(N)c(N=O)c(OCC2CCCCC2)n1 ?
OPRM1-OPRD1 inv: 5.9; AddAB inh: -2.1; MOR-DOR ag: -1.1; HTR5A inv ctr: -19.0; PfHsp90 set2: 1.2; phage Ecoli inh: 5.0; HTR5A ag ctr: -3.3; DSG3 Ab inh: 117.5; Mot1-301 SUMO: -3.2; PKA-R1A act: -0.8; Ecoli viability: 0.3

What do the screens show for `O=C(Nc1ccc2c(c1)OCCO2)c1cc(-n2cnnc2)ccc1Cl`?
OPRM1-OPRD1 inv: -7.6; AddAB inh: 3.1; MOR-DOR ag: 1.7; HTR5A inv ctr: -1.1; PfHsp90 set2: 3.9; phage Ecoli inh: -0.9; HTR5A ag ctr: -1.2; Mot1-301 SUMO: 21.1; PKA-R1A act: -15.5; Ecoli viability: -1.6

What do the screens show for `CN(C)CCCNC(=O)c1cc(Br)ccc1O`?
AddAB inh: 0.0; PfHsp90 set2: -18.1; phage Ecoli inh: 1.4; DSG3 Ab inh: 97.5; Mot1-301 SUMO: -9.7; Ecoli viability: 3.2

What do the screens show for `COCCCNCC(O)C(F)(F)F` (stereo unspecified)?
OPRM1-OPRD1 inv: 17.2; AddAB inh: 3.6; MOR-DOR ag: -3.7; HTR5A inv ctr: 10.7; PfHsp90 set2: -0.2; phage Ecoli inh: -0.9; HTR5A ag ctr: -3.9; DSG3 Ab inh: 99.8; Mot1-301 SUMO: -5.7; PKA-R1A act: 1.9; Ecoli viability: 1.0

How did O=C(NCc1csc2ccccc12)Nc1cc(Cl)cc(Cl)c1 do in these assays?
OPRM1-OPRD1 inv: -16.6; AddAB inh: 3.9; MOR-DOR ag: 3.4; HTR5A inv ctr: -5.7; PfHsp90 set2: 15.7; phage Ecoli inh: 6.7; HTR5A ag ctr: 2.2; Mot1-301 SUMO: -16.7; PKA-R1A act: -3.1; Ecoli viability: 2.6

Results for COc1ccc(C)cc1S(=O)(=O)Nc1cc(Cl)ccc1Cl ?
OPRM1-OPRD1 inv: 6.5; AddAB inh: 4.3; MOR-DOR ag: -1.5; HTR5A inv ctr: -0.3; PfHsp90 set2: -6.9; phage Ecoli inh: 2.6; HTR5A ag ctr: 4.9; DSG3 Ab inh: 103.6; Mot1-301 SUMO: -16.7; PKA-R1A act: 2.4; Ecoli viability: -1.4
